Assay outcomes as filed in PubChem BioAssay.
UPR CHOP act = activators of apoptotic arm of unfolded protein response (CHOP); actives 0.34% (n = 330,000); CHO-CHOP luciferase reporter, UPR activation, luminescence; percent of tunicamycin response over DMSO baseline; activation, % at 10 µM;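 active = at 10 µM dose, activation of 40% or more, normalized to positive control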;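 note: 100% = tunicamycin at 10 µg/mL and 0% = DMSO alone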
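System: CHO-CHOP luciferase reporter cell line; amount: 500 cells/well; buffer or medium: F12 medium containing 10% fetal bovine serum; incubation: 6 h compound exposure at 37 °C after overnight seeding; measured by: luciferase luminescence after 10 min with Steady-Glo reagent; evaluation: % reporter activation, DMSO baseline versus tunicamycin full activation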
CCR6 antag = CCR6 (human) receptor antagonism; inhibition, % at 20 µM; AID 493098; actives 0.49% (n = 340,000); CHO-K1 CCR6 PathHunter beta-arrestin, luminescence, CCL20-stimulated; P51684;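 active = compounds whose inhibition of the agonist-driven luminescence signal at 20 µM reaches about 50%, limit read from the data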;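 note: cells stimulated with CCL20 at 14 nM final; plate controls were DMSO with CCL20 for no effect and DMSO without agonist for full effect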
APJ antag = antagonists of human APJ apelin receptor. CHO-K1 APJ beta-arrestin complementation, luminescence. AID 2521. inhibition, % at 20 µM. P35414. actives 0.32% (n = 330,000);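 active = inhibition above about 40% at 20 µM, limit read from the data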;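 note: cells challenged with 10 nM apelin-13 agonist together with compound; plate controls were apelin-13 plus DMSO wells for no effect and DMSO wells lacking apelin-13 for full effect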
CXCR6 block = blocks human CXCR6 beta-arrestin recruitment; AID 602244; inhibition, % at 20 µM; O00574; actives 0.36% (n = 360,000); CHO-K1 PathHunter CXCR6 beta-arrestin, luminescence; in the data active = inhibition above about 34%, passing the limit was not always enough;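 note: antagonist mode with CXCL16 agonist at 10 nM final; 0% = 10 nM CXCL16 with DMSO and 100% = unstimulated wells without agonist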
APJ ag = agonists of human APJ apelin receptor; AID 2520; CHO-K1 APJ PathHunter beta-arrestin, luminescence; 0% DMSO wells, 100% apelin; actives 0.11% (n = 330,000); P35414; activation, % at 20 µM;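 active = activation more than six SD over the plate average, tested at 20 µM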;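 note: 0% = DMSO alone and 100% = apelin-13 at 10 nM; some results filed as inactive read as strong as hits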
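Incubation: overnight seeding, 90 min compound at 25 °C, 1 h detection; test system: PathHunter CHO-K1 APJ (AGTRL-1) beta-arrestin reporter cells; amount: 1000 cells/well; doses: one dose, 20 µM compound, 1% DMSO; measured by: beta-gal luminescence; measure: agonist-driven arrestin binding to APJ; benchmarks: negative DMSO alone, positive Apelin-13 at 10 nM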
UPR XBP1 act = activators of adaptive arm of unfolded protein response (XBP1) | CHO-XBP1 luciferase reporter, IRE1-XBP1 UPR activation, luminescence; percent of tunicamycin response, DMSO as zero | activation, % at 20 µM | actives 0.33% (n = 330,000);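 active = versus positive control, 20 µM dose yields 30% or more activation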;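 note: 100% = tunicamycin at 10 µg/mL and 0% = DMSO only wells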
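Material: IRE1-XBP1 luciferase reporter CHO line / Quantity: one thousand reporter cells per well / Buffer or medium: F12 with 10% serum / Compound: 20 µM single concentration, DMSO 1% / Times: 6 h treatment, 37 °C / Detection: Steady-Glo luciferase glow luminescence, 10 min after reagent addition / Benchmarks: tunicamycin high, DMSO low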
tim23-1 inh = tim23-1 yeast growth inhibition; S. cerevisiae tim23-1 growth, BacTiter-Glo luminescence, 24 h; inhibition, % at 20 µM; actives 1.3% (n = 330,000); AID 463212;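 active = growth inhibition of the mutant yeast at or above 50%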;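 note: temperature-sensitive mutant grown at 25 °C; plate controls were DMSO-treated mutant yeast for no effect and medium wells lacking yeast for full effect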
Mdm2-MdmX inh = disrupts the human Mdm2-MdmX interaction. actives 3% (n = 330,000). inhibition, % at 8 µM. SaOS-2 split-luciferase Mdm2/MdmX complementation, luminescence. O15151+Q00987;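 active = inhibition of at least 50% at 8 µM in the primary screen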
Target sequence (O15151 whole entry, looked up): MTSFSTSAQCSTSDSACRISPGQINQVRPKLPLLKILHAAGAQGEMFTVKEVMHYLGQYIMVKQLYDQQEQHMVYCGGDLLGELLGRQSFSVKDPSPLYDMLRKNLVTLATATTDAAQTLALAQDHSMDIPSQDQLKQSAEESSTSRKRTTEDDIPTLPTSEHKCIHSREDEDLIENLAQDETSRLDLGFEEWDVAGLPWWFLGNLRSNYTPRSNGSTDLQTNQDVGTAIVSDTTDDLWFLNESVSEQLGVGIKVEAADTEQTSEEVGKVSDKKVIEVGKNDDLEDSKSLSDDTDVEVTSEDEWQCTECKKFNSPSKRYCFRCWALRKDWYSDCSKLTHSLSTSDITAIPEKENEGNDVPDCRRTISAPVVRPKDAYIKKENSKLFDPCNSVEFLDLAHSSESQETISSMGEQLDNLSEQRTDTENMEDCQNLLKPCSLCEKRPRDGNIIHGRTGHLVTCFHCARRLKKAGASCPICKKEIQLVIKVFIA
Target sequence (Q00987 whole entry, looked up): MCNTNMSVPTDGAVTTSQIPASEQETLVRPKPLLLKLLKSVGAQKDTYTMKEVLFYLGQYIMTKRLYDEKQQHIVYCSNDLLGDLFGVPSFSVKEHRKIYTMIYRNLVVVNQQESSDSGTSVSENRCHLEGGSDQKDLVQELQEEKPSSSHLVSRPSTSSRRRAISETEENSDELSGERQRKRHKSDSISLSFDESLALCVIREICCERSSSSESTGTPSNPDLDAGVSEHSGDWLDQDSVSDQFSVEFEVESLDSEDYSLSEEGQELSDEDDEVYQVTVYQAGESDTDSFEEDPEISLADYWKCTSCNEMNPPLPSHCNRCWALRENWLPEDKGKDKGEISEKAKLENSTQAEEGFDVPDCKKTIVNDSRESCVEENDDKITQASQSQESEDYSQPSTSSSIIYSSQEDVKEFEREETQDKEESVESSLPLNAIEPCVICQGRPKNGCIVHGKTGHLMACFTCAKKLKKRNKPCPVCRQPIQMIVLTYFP
EBI2 antag = EBI2 (human) antagonism; P32249; EBI2 beta-arrestin recruitment, luminescence, 7a,25-OHC stimulated; inhibition, % at 5 µM; actives 0.81% (n = 360,000); AID 651636; in the data active = inhibition above about 38%;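 note: enzyme fragment complementation signal reports receptor beta-arrestin coupling in cells; 0% = agonist plus DMSO wells and 100% = wells without agonist; some results beyond the cut were filed as inactive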
* = called active by the depositor; x = not tested or not shown. Only part of the results is shown; rates above refer to the full screens.

SMILES	UPR CHOP act	CCR6 antag	APJ antag	CXCR6 block	APJ ag	UPR XBP1 act	tim23-1 inh	Mdm2-MdmX inh	EBI2 antag
O=C(c1ccco1)n1nc(-c2ccccc2)nc1NCc1ccco1	3.6	14	-2	4	4	5	15	-11	-22
Cc1cc(SCC(=O)c2cccs2)nc2ccccc12	2.2	18	-2	9	-1	1	31	7	1
CN(C)N=Nc1ccc(-c2cn(Cc3ccccc3)cn2)cc1	3.6	-14	-27	1	0	4	7	-3	45*
Cc1ccc(SCc2noc(C(=O)NC(C)C)c2C(=O)O)cc1C	-2.7	3	-3	6	6	-1	-9	-3	-9
Cc1scc(C(=O)N/N=C/c2ccco2)c1C	0.5	0	14	-11	4	-2	15	-14	-8
CC(=O)C1=C(C)Nc2ncnn2C1c1cccc(O)c1 (configuration not stated)	0.0	4	-3	0	-1	2	6	21	-2
O=c1c(-c2ccc3c(c2)OCCO3)coc2c(CN3CCOCC3)c(O)ccc12	2.7	-5	2	5	-5	-1	15	-40	-21
CC(C)=CCc1c(C)nc2ccccc2c1C(=O)O	-0.5	18	0	-9	0	-4	-9	16	-8
O=C(NCCc1ccccc1)C1CCN(c2ncccn2)CC1	2.8	6	2	-12	-3	4	1	11	6
O=C(Nc1nccs1)NC1CCCCC1	2.2	-13	16	-5	-2	4	12	-10	-26
Cc1ccc(OCCN2C(=O)c3ccccc3C2=O)c([N+](=O)[O-])c1	6.9	46	48*	53*	-5	17	7	15	62*
CCC(CC)C(=O)NCCc1cc2ccc(C)cc2[nH]c1=O	-2.3	-5	12	-2	-1	-2	-4	-8	1
CC(C)[C@H](NC(=O)N1CCn2c1nc1ccccc12)C(=O)NCc1ccccc1Cl	-2.1	7	22	-3	-2	-2	10	5	3
COCCn1c(CN2CCN(C(=O)c3ccco3)CC2)nc2c1c(=O)n(C)c(=O)n2C	1.7	9	11	-5	-2	-9	2	-4	-1
Cc1cc(C)c2nc(Cl)c(Cl)nc2c1	-1.8	-15	-11	-4	4	0	-5	-8	2

3 compounds already listed, sorted by SMILES length, high to low:
SMILES	UPR CHOP act	CCR6 antag	APJ antag	CXCR6 block	APJ ag	UPR XBP1 act	tim23-1 inh	Mdm2-MdmX inh	EBI2 antag
CC(C)[C@H](NC(=O)N1CCn2c1nc1ccccc12)C(=O)NCc1ccccc1Cl	-2.1	7	22	-3	-2	-2	10	5	3
Cc1ccc(SCc2noc(C(=O)NC(C)C)c2C(=O)O)cc1C	-2.7	3	-3	6	6	-1	-9	-3	-9
CC(C)=CCc1c(C)nc2ccccc2c1C(=O)O	-0.5	18	0	-9	0	-4	-9	16	-8

The list goes on.
SMILES	UPR CHOP act	CCR6 antag	APJ antag	CXCR6 block	APJ ag	UPR XBP1 act	tim23-1 inh	Mdm2-MdmX inh	EBI2 antag
COc1ccc(-n2c(SC)nc(O)cc2=O)cc1	-0.4	-23	27	3	-2	-2	10	-12	-6
COc1ccc(NC(=O)C2CCCN2C(=O)NC2CCCCC2)cc1 (configuration not stated)	0.8	0	-4	0	2	-2	1	0	-9
CCN(CC)C(=O)CN1CCC(c2nc3cc(C)c(C)cc3[nH]2)CC1	-1.2	8	-27	-4	-1	-3	17	5	-9
Cc1ccccc1CN(C)Cc1cc(=O)oc2c(C)c(C)ccc12	5.6	28	-3	-8	-1	-5	18	-19	7
NC(=O)CSc1nnc(-c2ccco2)n1N	-0.5	-1	-14	-2	-2	0	1	20	-8
COc1cc(NS(=O)(=O)c2ccc(NC(=O)CSC3=NCCS3)cc2)nc(OC)n1	-0.6	x	13	x	-3	3	20	-9	x
C=CCn1c(=O)c2ccccc2n2c(SCc3nc4ccccc4s3)nnc12	2.6	-4	-1	-3	3	0	24	-36	2
CC(C)(C)OC(=O)C[C@@H]1C/C=C\C[C@H](CC(=O)NCCO)C(=O)N[C@@H](Cc2ccccc2)COC1=O	1.3	9	-1	-2	-3	1	2	15	2
COc1ccc(/C=C2\C(=O)NCC(=O)N2Cc2ccccc2)cc1	0.8	15	0	3	-4	-2	6	35	15
CCCn1nc(C(=O)NNC(=O)c2cccc(C)c2)c2ccccc2c1=O	-0.5	17	6	0	-6	2	19	-14	5
COc1ccccc1CNc1cc(C)ccn1	0.2	7	8	-3	-2	3	-4	-2	-1
CCOC(=O)Nc1ccc(C)cc1C	1.0	-1	5	-8	-1	2	6	-6	-1
Cc1cc(C)c(S(=O)(=O)Nc2c(C)n(C)n(-c3ccccc3)c2=O)cc1[N+](=O)[O-]	0.4	0	3	-1	-1	-4	4	5	-1
CNC(=O)Cn1c(=O)n(C)c2ccccc21	0.5	19	7	6	-1	0	6	10	-13
Cc1ccccc1C(=O)NC1CCSC1=O (configuration not stated)	-1.9	5	11	0	-3	-1	-16	-24	-3
CCOC(=O)/C(C#N)=C\c1ccc(O)c(OC)c1	-0.1	16	24	11	-6	-4	27	25	6
COc1ccc(NC(=O)Nc2sc(=S)n(C)c2C)cc1	-1.5	-13	3	2	-3	-2	9	-8	-5
COc1ccc(-n2c(C(C)n3nc(C)c([N+](=O)[O-])c3C)n[nH]c2=S)cc1 (configuration not stated)	0.4	7	-2	5	3	0	-7	-14	4
COc1cc2c(cc1OC)CN(C(=O)CN(C)S(=O)(=O)c1ccc(NC(C)=O)cc1)CC2	-0.2	1	4	3	2	-4	16	3	7
CC1CCc2cc(F)cc3c(=O)c(C(=O)O)cn1c23 (configuration not stated)	-0.1	3	-2	6	-2	-7	9	4	-8
Cc1ccccc1OCC(=O)Nc1c2c(nn1C(C)(C)C)CS(=O)(=O)C2	2.1	4	-3	6	1	1	-3	13	-3
Clc1ccc(-c2nnc(-c3ccccc3)c(N3CCSCC3)n2)cc1	-0.1	27	-6	6	-4	2	41	0	16
CN(C(=O)CN1CCN(c2cnn(-c3ccccc3)c(=O)c2Cl)CC1)C1CCS(=O)(=O)C1 (configuration not stated)	0.9	2	-6	-1	1	-3	11	-13	4
C/C(=N\NC(=O)c1cccnc1)c1ccc(Br)cc1	0.3	7	-4	1	-1	-1	-6	2	4
COc1cccc(NC(=O)Cn2c(=O)n(CC3CCCO3)c(=O)c3ccccc32)c1 (configuration not stated)	1.8	9	-2	5	0	1	13	12	-2
CC(C)c1ccc(S(=O)(=O)N2CCC(C(=O)NCc3ccco3)CC2)cc1	-0.4	20	-12	-12	-2	-2	4	8	-7
CCN(CC(=O)Nc1ccccc1C(F)(F)F)C(=O)/C=C/c1ccc(Cl)c([N+](=O)[O-])c1	2.8	5	12	-10	0	0	5	14	-3
CCN(CC(=O)NC(=O)NCc1ccccc1)CC(=O)Nc1cc(Cl)ccc1C	-2.0	13	-3	-9	-2	-5	19	9	11
O=C1NC2=C(CCc3ccccc32)C(c2ccccc2)N1 (configuration not stated)	4.1	1	-56	-5	2	3	22	-1	-6
Cc1cc(=O)oc2cc(OCC(=O)N3CCN(c4ccc(F)cc4)CC3)c(Cl)cc12	-0.2	3	18	0	-3	-3	-5	3	0
Cc1ccc2[nH]c(=O)c(-c3noc(CC(C)C)n3)cc2c1	-0.6	7	8	7	-2	-1	9	-5	-3
CC(=O)Nc1ccc(NC(=O)COC(=O)CCNS(=O)(=O)c2c(Cl)cccc2Cl)cc1	1.4	14	10	6	-1	-1	-12	26	-10
O=C(O)c1ccc(Cl)c(S(=O)(=O)N(Cc2ccccc2)c2ccc(Cl)cc2)c1	0.1	-1	7	10	-4	-3	26	-26	1
O=C(CSc1nc2ccccc2c(=O)n1Cc1ccc(C(=O)NC2CC2)cc1)NCc1ccco1	0.6	12	9	7	-3	1	-1	-7	1
Cc1ccc(N(C(=O)CNC(=O)c2ccco2)C(C(=O)NC2CCCCC2)c2cccnc2)cc1 (configuration not stated)	-0.3	13	16	9	-4	2	2	-2	6
Cc1nn(C)c(C)c1CN(Cc1nc(-c2cc(F)ccc2F)oc1C)C1CC1	2.3	17	10	-2	-4	-1	14	13	2
CCOC(=O)C1CCN(C(=O)COC(=O)c2ccc(=O)n(Cc3ccccc3)n2)CC1	-0.1	4	-7	11	-7	0	2	10	-1
O=C(Nc1cccc(C(F)(F)F)c1)C1CCN(S(=O)(=O)c2cnc[nH]2)CC1	-1.6	-9	-1	4	-2	0	2	26	-10
CC(C)CCNC(=O)c1cccc(Cl)c1	0.7	9	8	3	3	-2	-22	14	-6
Cc1ccccc1NC(=O)N1CCCC1C(=O)NCc1ccccc1 (configuration not stated)	-1.2	11	12	12	2	-7	-6	15	-4
CCN(CC)c1ccc2cc(S(=O)(=O)c3ccc(Cl)cc3)c(=O)oc2c1	2.2	-4	-1	10	0	-3	-1	12	7
O=c1cc(-c2ccccc2)nc(SCc2ccccc2F)[nH]1	-0.7	4	6	-2	-2	-3	15	3	4
O=C(NC1CC1)c1ccc(-n2cccc2)cc1	3.5	11	2	1	-2	0	24	-24	7
CSc1nc2ccc(NC(=O)c3ccco3)cc2s1	5.8	7	5	-4	-1	-1	21	-94	2
COc1ccc(-n2nc(C(=O)NCC3CCCO3)c3ccccc3c2=O)cc1 (configuration not stated)	-0.6	11	8	-9	-4	-1	22	21	-1
COCCN(C(=O)c1snc(C(N)=O)c1N)C(C(=O)NC1CCCCC1)c1ccc(N(C)C)cc1 (configuration not stated)	0.9	10	4	2	-2	-3	6	-28	1
Cc1cccn2c(=O)nc(SCC(=O)NCc3ccco3)nc12	-0.5	-8	4	11	-2	-1	8	21	1
CCOc1cccc(/C=N/NC(=O)CC2C(=O)NN=C2C)c1O (configuration not stated)	17	10	-3	2	-2	-4	0	19	9
Brc1ccccc1-c1ccccc1	-0.6	11	-39	4	-2	0	-11	19	-8
Cc1ccc(NC(=O)CN(C)S(=O)(=O)c2cccc3cccnc23)cc1F	0.1	8	4	-6	-1	-3	23	9	-3
Cc1cc(C)nc(N2CCC(C(=O)Nc3ccc4c(c3)CCC4)CC2)n1	-1.9	-6	4	1	0	-1	-10	5	6
COC(=O)c1sccc1NC(=O)CSc1cccc(Cl)c1Cl	-2.8	14	-28	2	-4	-3	-9	13	0
CCN(CC(=O)NCc1cccs1)S(=O)(=O)c1cccc(Br)c1	-0.6	0	14	-1	-5	-2	14	-14	0
O=C(NCc1ccc(F)cc1)c1cnc2n(c1=O)CCS2	0.7	4	-15	-2	-1	-1	19	-9	1
NC(=O)c1cc[n+](CC(=O)c2ccc(NC(=O)c3ccccc3)cc2)cc1	2.5	-2	11	-3	1	4	6	-14	-6
CN(C)S(=O)(=O)c1cccc(NC(=S)Nc2ccc3cn[nH]c3c2)c1	-3.0	14	0	0	-5	-3	25	-1	0
Cc1ccc(NC(=O)c2ccccc2NC(=O)Cc2ccccc2)cc1	-1.1	5	-2	7	0	-1	32	16	-17
CC(=O)Nc1ccc(NS(=O)(=O)c2ccc3c(c2)NC(=O)CC(=O)N3)cc1	0.2	8	-2	-1	-4	-3	0	10	-5
